OX1R antag-1: antagonists of human orexin 1 receptor | inhibition, % at 5 µM | AID 434989 | CHO/OX1R cells, Fluo-8 calcium fluorescence, orexin A | O43613 | 330,000 tested, 0.43% active;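 active = inhibition above its plate's threshold, mean inhibition of all tested compounds on the plate plus 3 SD, cut at about 37% in these data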;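 also: 0% = orexin A challenge wells and 100% = SB-334867-A antagonist wells; not every result past the cut was called active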
Target sequence (O43613 whole entry, looked up): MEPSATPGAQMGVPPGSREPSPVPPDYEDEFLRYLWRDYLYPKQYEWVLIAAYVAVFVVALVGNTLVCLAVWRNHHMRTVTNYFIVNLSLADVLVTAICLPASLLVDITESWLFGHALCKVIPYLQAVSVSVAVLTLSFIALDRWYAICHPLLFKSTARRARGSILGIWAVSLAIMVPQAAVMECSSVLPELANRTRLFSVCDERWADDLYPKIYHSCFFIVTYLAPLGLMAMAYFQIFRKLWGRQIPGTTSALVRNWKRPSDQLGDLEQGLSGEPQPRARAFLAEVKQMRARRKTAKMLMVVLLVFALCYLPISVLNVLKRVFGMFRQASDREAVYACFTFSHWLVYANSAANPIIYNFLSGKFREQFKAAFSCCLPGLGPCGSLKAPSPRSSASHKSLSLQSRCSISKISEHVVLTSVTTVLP
OX1R antag-2: antagonists of human orexin 1 receptor (OX1R); AID 485270; O43613; inhibition, % at 6.6 µM; OX1R-expressing cells, FRET antagonist read-out; 330,000 tested, 1.8% active; in the data active = inhibition mostly above about 38%, no sharp cut-off; inactive = mostly below about 40%;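 also: 0% = agonist challenge alone and 100% = reference antagonist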
* hit, by the source's call.

#1 CC1CN(C(=O)Cn2c(=O)oc3ccccc32)CC(C)O1 (stereo unspecified)
#2 O=C(CSc1n[nH]c(-c2ccncc2)n1)c1ccccc1
#3 CNc1nc(C)c(C(=O)OCC(=O)OC)s1
#4 Clc1ccccc1/C=N/NC1=Nc2cccc3cccc1c23
#5 COC(=O)c1[nH]c2cccc(OC)c2c1NC(=O)CCN1CC(C)CC(C)C1 (stereo unspecified)
#6 O=C(OCC(=O)N1CCc2ccccc21)[C@@H]1CC(O)CN1S(=O)(=O)c1ccc(Cl)cc1 (stereo partly specified)
#7 COc1ccc(-c2cc(C(F)(F)F)n3nc(C(=O)N4CCOCC4)c(Cl)c3n2)cc1
#8 CC(C)Oc1cc(O)c2c(=O)c(-c3ccc(O)cc3)coc2c1

assay / entry	1	2	3	4	5	6	7	8
OX1R antag-1	5	-8	-5	-16	-19	-30	-28	-7
OX1R antag-2	14	5	8	36	20	2	5	-3

#9 O=C(Nc1ccccn1)c1ccc(Cl)c([N+](=O)[O-])c1
#10 CC[C@@H](C)C(C(=O)N1CCN(C(=O)OC(C)(C)C)CC1)n1cc(-c2cn([C@@H](C)C(=O)N3CCN(C(=O)OC(C)(C)C)CC3)nn2)nn1 (stereo partly specified)
#11 CC(C)(C)NC(=O)c1sccc1C(=O)O
#12 N#Cc1ccccc1NC(=S)NC(=O)c1cccs1
#13 O=C1CC(NS(=O)(=O)c2cc(F)ccc2F)CN1c1ccc2c(c1)OCCO2 (stereo unspecified)
#14 COCCCNC(=S)NNC(=O)c1cccnc1
#15 O=C(CC(c1ccccc1)c1ccccc1)NCC(O)c1ccc([N+](=O)[O-])cc1 (stereo unspecified)
#16 O=C(NC(=S)Nc1ccccc1Br)c1cccnc1

assay / entry	9	10	11	12	13	14	15	16
OX1R antag-1	-9	-14	2	0	-33	-11	1	-22
OX1R antag-2	36	26	11	-1	9	9	10	6

#17 COc1cccc(NC(=O)Nc2nnc(-c3ccccc3SCc3ccccc3)s2)c1
#18 Cc1ccc(Nc2ncnc3c2cnn3C)c(C)c1
#19 COc1cc(NC(=O)COc2cc(C)cc3oc(=O)c(C)c(C)c23)cc(OC)c1OC
#20 COC(=O)C1CCN(C(=O)Cn2nnc(-c3cccc(F)c3)n2)CC1
#21 O=C(Nc1nccs1)c1cccc2ccccc12
#22 Cc1ccn2c(CNCC3OCCc4ccccc43)c(C(=O)N3CCCCCC3)nc2c1 (stereo unspecified)
#23 CN(C(=O)COC(=O)COc1ccc2c(c1)CCC2)c1c(N)n(Cc2ccccc2)c(=O)[nH]c1=O
#24 O=C1CCC2=C(CCCC2=O)N1

assay / entry	17	18	19	20	21	22	23	24
OX1R antag-1	-19	-12	-10	-26	-10	-21	1	-2
OX1R antag-2	11	10	7	9	4	14	18	10

Shown as tab-separated lines: entries from further up
No.	mol	OX1R antag-1	OX1R antag-2
21	O=C(Nc1nccs1)c1cccc2ccccc12	-10	4
22	Cc1ccn2c(CNCC3OCCc4ccccc43)c(C(=O)N3CCCCCC3)nc2c1 (stereo unspecified)	-21	14
23	CN(C(=O)COC(=O)COc1ccc2c(c1)CCC2)c1c(N)n(Cc2ccccc2)c(=O)[nH]c1=O	1	18

(more compounds)
#25 COc1cc(/C=N/NC(=O)CNc2n[nH]c(=O)[nH]c2=O)ccc1O
#26 O=C(COc1ccc(/C=N/NS(=O)(=O)c2ccccc2)cc1)N1CCOCC1
#27 CCCCn1c(N)c(N(CCOC)C(=O)c2ccc(S(=O)(=O)N3CCCCC3)cc2)c(=O)[nH]c1=O
#28 O=C(Nc1cccn(Cc2cccc(F)c2)c1=O)NC1CCCCC1
#29 CC(C)CCNC(=O)C(c1ccncc1)N(C(=O)Cn1nnc(-c2ccc(F)cc2)n1)c1ccccc1F (stereo unspecified)
#30 O=C(CN1C(=O)c2cccc([N+](=O)[O-])c2C1=O)OCC(=O)N1CCCCC1
#31 COC(=O)c1[nH]c2ccccc2c1CN1CCOCC1
#32 O=C(NCC#CCOCc1ccccc1)c1ccccc1

assay / entry	25	26	27	28	29	30	31	32
OX1R antag-1	0	-6	-3	-33	-38	-19	-24	-3
OX1R antag-2	19	33	7	23	21	31	-3	20

#33 CCc1ccc(NC(=O)c2cc(C(C)C)on2)cc1
#34 Nc1nnc(SCC(=O)NN2C(=O)NC3(CCCCC3)C2=O)s1
#35 CCSc1nc(N)c(C#N)c(-c2ccco2)c1C#N
#36 COc1cc(OC)cc(-c2nc3nc(C)c(CCC(=O)NCC(OC)OC)c(C)n3n2)c1
#37 Cc1ccc(CN2CCN(/N=C/C(Br)=C\c3ccccc3)CC2)cc1
#38 O=C(COc1ccc2c(c1)oc(=O)c1ccccc12)NCCN1CCOCC1
#39 CC(NC(=O)C(C)N1CCN(Cc2ccccc2)CC1)c1ccccc1 (stereo unspecified)
#40 O=C(CC1C(=O)NCCN1Cc1ccc(-c2ccccc2)cc1)NCc1ccncc1 (stereo unspecified)

assay / entry	33	34	35	36	37	38	39	40
OX1R antag-1	-24	4	-29	-4	-17	-3	-30	-15
OX1R antag-2	15	7	28	6	38	21	11	7

Entries 1–3, quoted:
#1 CC1CN(C(=O)Cn2c(=O)oc3ccccc32)CC(C)O1 (stereo unspecified)
#2 O=C(CSc1n[nH]c(-c2ccncc2)n1)c1ccccc1
#3 CNc1nc(C)c(C(=O)OCC(=O)OC)s1

assay / entry	1	2	3
OX1R antag-1	5	-8	-5
OX1R antag-2	14	5	8

Additional structures follow.
#41 Cc1cc(C)n2nc(C(=O)NCc3ccco3)cc2n1
#42 O=C(CN1CCOCC1)N/N=C/c1ccc(C(=O)O)cc1
#43 CCC1=C2CC[C@H]3C(=O)NC(=O)[C@H]3[C@H]2[C@@]2(Cc3ccccc3)C(=NCC(=O)OC)OC(=O)N2C1=O
#44 O=C(N/N=C/c1ccc(F)cc1)c1ccccc1
#45 CNCC(=O)N1CCN(c2ncc(C(F)(F)F)cc2Cl)CC1
#46 CCOC(=O)Cn1c2c(c(-c3ccccc3OC)cc1=O)CCCC2
#47 CCOc1ccccc1NC(=O)Cn1nnc(C(=O)Nc2ccc(C)cc2)c1N
#48 OCc1ccccc1N=c1ssnc1Cl

assay / entry	41	42	43	44	45	46	47	48
OX1R antag-1	-8	2	-24	-13	-10	-3	-14	4
OX1R antag-2	2	8	30	2	4	6	34	12

#49 O=C(N[C@@H](Cc1ccccc1)C(=O)OCc1ccccc1)c1nc[nH]c1C(=O)NC(c1ccccc1)c1ccccc1
#50 O=C(Cc1ccccc1)N(c1ccc(F)cc1)C1C=CS(=O)(=O)C1 (stereo unspecified)
#51 Cc1ccc(C(=O)OCC(=O)NCCNC(=O)COC(=O)c2ccc(C)s2)s1
#52 O=C(CN1C(=O)NC(Cc2c[nH]c3ccccc23)C1=O)Nc1cccc(S(=O)(=O)N2CCCCCC2)c1 (stereo unspecified)
#53 O=C(Cn1c(=O)oc2cc(S(=O)(=O)N3CCCC3)ccc21)NC1CCCCC1
#54 CC1=C/C(=C(/c2cc(C)c(O)c(Br)c2)c2ccccc2S(=O)(=O)O)C=C(Br)C1=O
#55 O=C(Cc1ccc([N+](=O)[O-])cc1)Nc1ccc(O)cc1C(=O)O
#56 CN(Cc1ccc(F)cc1)C(=O)c1cccc(OC2CCN(C3CCCC3)CC2)c1

assay / entry	49	50	51	52	53	54	55	56
OX1R antag-1	-13	-21	-14	11	-5	-6	1	-34
OX1R antag-2	19	-4	12	37	15	41*	10	28

#57 c1cc2c(cc1-c1[nH]ncc1CN1CC3C[C@@H]4CC1C[C@H](C3)C4)OCO2
#58 O=C(CCSCCC(=O)NCc1cccs1)NCc1cccs1
#59 COc1ccc(C(=O)OCC(=O)c2c[nH]c3ccccc23)c(OC)c1
#60 N#Cc1c(F)cccc1N1CCN(Cc2ccc3c(c2)OCO3)CC1
#61 O=C(CCC(=O)c1cccs1)OCC(=O)c1ccccc1
#62 Cc1cc(NC(=S)N(CCCN2CCOCC2)Cc2ccco2)ccc1Cl
#63 COc1ccc(C(C)(C)C)cc1S(=O)(=O)N1CCC(C(N)=O)CC1
#64 O=C1CCc2nc3ccccc3c(=O)n2N1

assay / entry	57	58	59	60	61	62	63	64
OX1R antag-1	-16	-1	-1	-25	5	-26	-11	-4
OX1R antag-2	-1	24	20	16	4	22	2	15

Of the compounds above, 2 have a CF3 group:
#7 COc1ccc(-c2cc(C(F)(F)F)n3nc(C(=O)N4CCOCC4)c(Cl)c3n2)cc1
#45 CNCC(=O)N1CCN(c2ncc(C(F)(F)F)cc2Cl)CC1

assay / entry	7	45
OX1R antag-1	-28	-10
OX1R antag-2	5	4

Next records follow:
#65 Cc1cccc(N(CC(=O)Nc2ccccc2-c2ccccc2)S(=O)(=O)c2ccccc2)c1C
#66 C/C(CC(=O)Nc1ccc(Cl)cc1C(F)(F)F)=N\NC(=O)c1ccccn1
#67 C[C@]12c3[nH]c4ccccc4c3CCN1C(=O)C(CC(=O)NCC13CC4CC(CC(C4)C1)C3)C[C@@H]2C(=O)N1CCOCC1 (stereo partly specified)
#68 COc1cccc(C(=O)Nc2nnc(S(=O)(=O)N3CCCCC3)s2)c1
#69 CC(C)SCC(=O)Nc1ncc2c(n1)-c1ccccc1CC2
#70 CCOC(=O)c1cnc(SCC(=O)N2CCN(C(=O)c3ccco3)CC2)nc1N
#71 Cc1ccc(C(=O)CC2(O)C(=O)N(Cc3ccccc3)c3ccccc32)o1 (stereo unspecified)
#72 COc1cccc(CNCc2ccc(OC)cc2OC)c1

assay / entry	65	66	67	68	69	70	71	72
OX1R antag-1	2	-21	-41	2	-12	-4	-16	-20
OX1R antag-2	36	3	0	5	17	14	9	6

#73 Cc1cc(N2C(=O)c3ccc(C(=O)Nc4ccc(O)cc4C(=O)O)cc3C2=O)no1
#74 c1ccc(C2=Nn3c(nnc3-c3ccco3)SC2)cc1
#75 CCSc1nc2c(c(=O)[nH]1)C(c1ccccn1)C1=C(CC(C)(C)CC1=O)N2 (stereo unspecified)
#76 CC1(C)CC(=O)CC(C)(C)N1OC(=O)c1ccccn1
#77 CC(=O)c1sc(NC(=O)c2ccc(F)c(F)c2)nc1C
#78 CC(C)CC(C(=O)OCC(=O)Nc1cccc(Cl)c1)N1C(=O)C2CC=CCC2C1=O (stereo unspecified)
#79 Cc1ccc2c(CC(=O)Nc3c(C)n(C)n(-c4ccccc4)c3=O)coc2c1
#80 Cc1ccc(S(=O)(=O)N2CCC(C)CC2)cc1C(=O)NCCN1CCOCC1

assay / entry	73	74	75	76	77	78	79	80
OX1R antag-1	-5	-24	-9	-62	-6	8	-17	-15
OX1R antag-2	0	10	6	7	2	25	2	2

#81 CC1=Nn2c(nnc2-c2ccccc2F)SC1
#82 CCCCSc1nc(N)c(NC(=O)c2ccco2)c(=O)[nH]1
#83 Cc1cc(C)c(NN=c2c(=O)c3ccccc3c2=O)c(C)c1
#84 CCOc1ccc(NS(=O)(=O)c2ccc(C(=O)NCC3(N(C)C)CCCCC3)cc2)cc1
#85 COc1cc(SC)ccc1C(=O)Nc1ccc(S(=O)(=O)N2CCCC2)cc1
#86 COc1ccc(C(=O)NCC(=O)N=Nc2c(O)n(Cc3ccccc3)c3ccccc23)cc1OC
#87 COc1cc(/C=N/n2c(-c3n[nH]c4c3CCC4)n[nH]c2=S)cc(OC)c1O
#88 O=C(Nc1nnc(-c2ccco2)s1)c1ccccc1

assay / entry	81	82	83	84	85	86	87	88
OX1R antag-1	-2	-22	12	20	-5	-26	-10	-12
OX1R antag-2	0	13	-4	2	-1	37	34	19

#89 Cc1n[nH]c(C)c1S(=O)(=O)N1CCN(S(=O)(=O)c2ccccc2C#N)CC1
#90 COc1ccc(OC)c(S(N)(=O)=O)c1
#91 CCOc1ccc(CCNC(=O)c2cccc(N3CCCC3=O)c2)cc1OCC
#92 C/C(Cl)=C\Cn1c(Nc2ccc(C)cc2)nc2c1c(=O)n(C)c(=O)n2C
#93 CCOC(=O)C1CCN(S(=O)(=O)c2ccc(Cl)s2)CC1
#94 CN1CCN(C(=O)CC2C(=O)NCCN2Cc2ccc(-c3ccccc3)cc2)CC1 (stereo unspecified)
#95 CSCCC(NC(=O)c1ccc(C(C)(C)C)cc1)C(=O)OCC(=O)N1CCCC1=O (stereo unspecified)
#96 O=c1cc2n(c(=O)[nH]1)CCC1=C2CCCC1
#97 COC(=O)c1c(-c2ccc(Br)cc2)csc1NC(=O)Cc1ccc(OC)c(OC)c1
#98 Cc1c(C(=O)O)sc2nc(SCC(=O)Nc3ccc(S(=O)(=O)NCCCC(=O)O)cc3)[nH]c(=O)c12

assay / entry	89	90	91	92	93	94	95	96	97	98
OX1R antag-1	-3	0	-20	-50	-8	-12	-9	-7	-14	-6
OX1R antag-2	4	14	16	20	18	22	0	17	19	6

Whole records, quoted from the list. Order of screens: OX1R antag-1	OX1R antag-2
CSCCC(NC(=O)c1ccc(C(C)(C)C)cc1)C(=O)OCC(=O)N1CCCC1=O (stereo unspecified) is listed as -9	0
CCOC(=O)C1CCN(S(=O)(=O)c2ccc(Cl)s2)CC1 is listed as -8	18
Cc1n[nH]c(C)c1S(=O)(=O)N1CCN(S(=O)(=O)c2ccccc2C#N)CC1 is listed as -3	4
C/C(Cl)=C\Cn1c(Nc2ccc(C)cc2)nc2c1c(=O)n(C)c(=O)n2C is listed as -50	20
Cc1c(C(=O)O)sc2nc(SCC(=O)Nc3ccc(S(=O)(=O)NCCCC(=O)O)cc3)[nH]c(=O)c12 is listed as -6	6

From PubChem
